Screening results from PubChem BioAssay.
hERG WT inh – qHTS for Inhibitors of KCHN2 3.1: Wildtype qHTS | activity change, % at 1.84 µM | U2OS, BacMam KCNH2, thallium flux FluxOr; active compounds read low | Voltage-gated inwardly rectifying potassium channel KCNH2 (Homo sapiens), Q12809 | 0.37% of 340,000 active;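 active = maximum activity change below -70%; inconclusive = maximum activity change between -70% and -50%; inactive = maximum activity change above -50%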; also: % is scaled to controls: 0 for no effect and ±100 for the full control effect
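U2OS cells were transduced with wild-type KCNH2 virus (2.03 x 10^8 / mL) for 4 h at room temperature, then cultured overnight at 37 C. Thallium flux was read with FluxOr dye. Rate constants were normalized to DMSO controls.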
Giardia killer – Small Molecules that selectively kill Giardia lamblia: qHTS; Giardia lamblia trophozoite viability; activity change, % at 7.66 µM, hits read low; 0.15% of 340,000 active; AID 540267, 2011; in the data active = activity change below about -80%; inconclusive = between about -30% and that limit;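 also: parasites exposed to compound for two days anaerobically before the ATP read; % is scaled to controls: 0 for no effect and ±100 for the full control effect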
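Trophozoite viability was measured as ATP-dependent luminescence, read 15-30 min after reagent addition. Before that, parasites at 100 cells/well were exposed to compounds for 48 h, anaerobically, at 37 deg C.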
TRPV1 agonist – HTS Assay for Compounds that Act as Agonists of the Vanilloid Receptor 1 | Transient receptor potential cation channel subfamily V member 1 (Homo sapiens), Q8NER1 | TRPV1-expressing cells, Fluo-8 calcium influx, agonist mode | activation, % at 8.33 µM | 0.19% of 320,000 active | AID 540275, 2011; in the data active = activation above about 80%; inconclusive = between about 30% and that limit; also: 0% is about no effect
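Fluo-8 calcium influx in TRPV1-expressing cells, kinetic read (ex 480/em 520 nm). Compound added and read 3 min for agonist activity, followed by capsaicin at EC20 final and 2 min further read for enhancement.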
B2AR arrestin – qHTS assay of beta-arrestin-biased ligands of beta2-adrenergic receptor | beta-arrestin recruitment to beta2AR, cell-based reporter | Potency, µM (highest dose often 46.1 µM), for inactives: top-dose activation, usual class: activators | AID 492947, 2010 | Beta-2 adrenergic receptor (Homo sapiens), P07550 | 0.02% of 330,000 active;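 also: potency is read from the fitted curve at half-maximal effect; 0% = DMSO controls and full agonism = EC100 isoproterenol or metaproterenol; nearly all actives have a fitted effect of over 65% in size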
GALK inhibitor – qHTS Assay for Inhibitors of Human Galactokinase (GALK) | Potency, µM (series often up to 57.5 µM), for the others: at the top dose activity change, negative = inhibition, usual class: inhibitors | AID 1868, 2009 | Purified GALK, Kinase-Glo residual ATP luminescence | 0.007% of 270,000 active; also: potency is read from the fitted curve at half-maximal effect; % is scaled to controls: 0 for no effect and ±100 for the full control effect
Target sequence (P51570 whole entry, looked up): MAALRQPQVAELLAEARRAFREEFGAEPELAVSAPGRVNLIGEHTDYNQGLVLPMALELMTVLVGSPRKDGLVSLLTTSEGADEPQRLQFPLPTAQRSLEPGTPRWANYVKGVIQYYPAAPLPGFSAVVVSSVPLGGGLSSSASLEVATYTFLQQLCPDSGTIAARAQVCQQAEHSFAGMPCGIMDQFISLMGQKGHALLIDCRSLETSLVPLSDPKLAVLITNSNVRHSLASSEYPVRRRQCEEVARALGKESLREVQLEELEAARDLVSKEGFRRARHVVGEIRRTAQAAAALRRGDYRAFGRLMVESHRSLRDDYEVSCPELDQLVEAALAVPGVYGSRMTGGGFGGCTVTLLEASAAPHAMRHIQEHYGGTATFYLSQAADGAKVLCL
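Galactose (100 uM) and ATP (35 uM) were turned over by 5 nM GALK for 1 h at RT. Kinase-Glo Plus then converted the remaining ATP into a luminescent signal.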
USP2a inh – qHTS Assay for Inhibitors of Ubiquitin-specific Protease USP2a Using CHOP2 as the Reporter; USP2 core, Ub-CHOP2 coupled fluorogenic reporter, 485/531; Ubiquitin carboxyl-terminal hydrolase 2 (Homo sapiens), O75604; 0.01% of 330,000 active; AID 463254, 2010; Potency, µM (top dose mostly 38.3 µM), inactives show at the top dose activity change, negative = inhibition, most hits filed as inhibitors;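 also: potency is read from the fitted curve at half-maximal effect; plate controls were DMSO wells for no effect and full inhibition by NEM control for full effect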
Target sequence (O75604 whole entry, looked up): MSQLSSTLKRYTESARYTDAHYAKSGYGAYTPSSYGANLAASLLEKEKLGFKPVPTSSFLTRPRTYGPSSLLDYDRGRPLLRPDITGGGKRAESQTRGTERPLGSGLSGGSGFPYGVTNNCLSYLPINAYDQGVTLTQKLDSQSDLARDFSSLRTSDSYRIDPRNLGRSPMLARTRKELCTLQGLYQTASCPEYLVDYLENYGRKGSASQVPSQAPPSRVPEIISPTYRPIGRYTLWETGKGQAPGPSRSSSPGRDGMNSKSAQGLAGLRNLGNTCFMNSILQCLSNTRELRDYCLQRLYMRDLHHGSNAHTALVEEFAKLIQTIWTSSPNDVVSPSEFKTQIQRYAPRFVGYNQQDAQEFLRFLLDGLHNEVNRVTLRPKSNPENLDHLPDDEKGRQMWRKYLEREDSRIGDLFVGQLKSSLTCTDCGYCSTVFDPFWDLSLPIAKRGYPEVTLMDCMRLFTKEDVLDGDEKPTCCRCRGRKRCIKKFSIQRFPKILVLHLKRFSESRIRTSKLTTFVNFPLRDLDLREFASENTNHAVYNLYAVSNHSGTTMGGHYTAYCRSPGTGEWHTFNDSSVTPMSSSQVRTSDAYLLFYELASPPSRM
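Cell-free coupled assay: 10nM USP2 core preincubated 30min RT with compound in Tris-HCl pH 8.0/CaCl2/CHAPS buffer, then 25nM Ub-CHOP2 and 25nM reporter substrate; fluorescence (Ex 485/Em 531) read after 60min RT, normalized to NEM inhibition, concentration-response curves fitted.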
CXXC DNA block – qHTS Fluorescence Polarization Assay for Inhibitors of MLL CXXC domain - DNA interaction. Histone-lysine N-methyltransferase 2A (Homo sapiens), Q03164. MLL-CXXC / FITC-HOXA9 DNA fluorescence polarization. Potency, µM (doses to about 115 µM), for inactives: at the top dose activity change, negative = inhibition, hits mostly inhibitors. 0.037% of 290,000 active. AID 2662, 2010; active = well fitted inhibition curve with a large enough effect in the polarisation, with a control signal flat, not every such curve was filed as active; inconclusive = small, poorly fitted or top-dose-only effect, or effect the other way, or a change in a side signal; inactive = no such curve, though single readings can be large or run the other way; the % refers to the polarisation; also: potency is read from the fitted curve at half-maximal effect
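Purified MLL-CXXC (added from a 7 uM solution) was preincubated 5 min at ambient with pinned compounds in 50 mM Tris-HCl pH 7.5, 50 mM NaCl, 1 mM DTT, 0.05% BSA. Fluorescein-labeled HOX-A9 DNA (50 nM solution) followed, 30 min, then polarization read.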
KCNH2 3.1 inh – qHTS for Inhibitors of KCHN2 3.1: Mutant qHTS; Potassium voltage-gated channel subfamily H member 2, brain isoform KCNH2 3.1 (human); U2OS KCNH2 3.1, thallium flux FluxOr; active compounds read low; activity change, % (tested at about 1.8 µM); 0.95% of 340,000 active; AID 720553, 2013;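 active = maximum activity change below -70%; inconclusive = maximum activity change from -70% to -50%; inactive = maximum activity change above -50%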;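 also: thallium influx rate constant from kinetic fluorescence after stimulation buffer; % is scaled to controls: 0 for no effect and ±100 for the full control effect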
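Measured as rate of thallium-driven FluxOr signal in transduced U2OS cells carrying the 3.1 channel, read kinetically for 2 min upon stimulation; values are rate constants scaled to DMSO control wells.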
PKM2 activator – qHTS Assay for Activators of Human Muscle isoform 2 Pyruvate Kinase | Pyruvate kinase PKM (Homo sapiens), P14618 | purified PKM2, Kinase-Glo ATP luminescence, activation; response scale: 0% is enzyme alone, no compound | Potency, µM (series often up to 57.5 µM), for inactives: at the highest dose activation, most hits filed as activators | 0.34% of 260,000 active | AID 1631, 2009; also: potency is read from the fitted curve at half-maximal effect; % is scaled to controls: 0 for no effect and ±100 for the full control effect; nearly all actives have a fitted effect of over 55% in size
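Kinase-Glo luminescence reports ATP generated from ADP (0.1 mM) and PEP (0.5 mM) by purified hPK-M2 after 1 h at room temperature, pH 7.2 imidazole buffer; intermediate enzyme activity allows detecting inhibitors and activators.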
Coupling enz – qHTS Assay for Inhibitors of Fructose-1,6-bisphosphate Aldolase from Giardia Lamblia: Coupling assay counterscreen; activity change, negative = inhibition, % at 58.2 µM, hits read low; coupling enzyme system counterscreen, AmpLite Red fluorescence; 0.67% of 290,000 active; in the data active = activity change below about -30%; also: % is scaled to controls: 0 for no effect and ±100 for the full control effect
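Compounds tested against the coupling enzymes alone at 57.5 uM final; readout was AmpLite Red fluorescence (525/598 nm) after 20 min at RT.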
Menin-MLL TR inh – qHTS Assay for Inhibitors Targeting the Menin-MLL Interaction in MLL Related Leukemias: Competition With Texas Red Labeled MLL-derived Mutant Peptide; O00255; Menin + Texas Red MLL mutant peptide, fluorescence polarization; Potency, µM (titrated, usually from 61.6 µM), inactives show at the highest dose FP activity change, negative = inhibition, hits mostly inhibitors; 0.23% of 270,000 active; AID 1768, 2009; active = well fitted inhibition curve with a large enough effect in the polarisation, with a control signal flat, not every such curve was filed as active; inconclusive = small, poorly fitted or top-dose-only effect, or effect the other way, or a change in a side signal; inactive = no such curve, though single readings can be large or run the other way; the % refers to the polarisation; also: potency is read from the fitted curve at half-maximal effect; % of control where 0% means no effect; many of its hits are not listed in these tables
* = called active by the depositor; ? = inconclusive; . = not tested or not shown; [ ] = another dose, or the depositor's remark. Unless noted, calls follow the shape of the dose curve; as a rule, active = well fitted curve in the direction sought with a large enough effect; inconclusive = small, poorly fitted or top-dose-only effect, or another doubt; inactive = no such curve, though single readings can be large; an effect the other way counts as inactive or inconclusive. These rows are one share of the data. The share of hits here may be higher or lower than overall.

SMILES	hERG WT inh	Giardia killer	TRPV1 agonist	B2AR arrestin	GALK inhibitor	USP2a inh	CXXC DNA block	KCNH2 3.1 inh	PKM2 activator	Coupling enz	Menin-MLL TR inh
O=C(CSc1nnc2ccccn12)Nc1ccc(S(=O)(=O)N2CCOCC2)cc1	-9.5	5.6	-0.4	0.2%	8.3%	4.4%	9.5%	0.2	0.8%	3.1	-2.0%
CC(=O)N1CCN(c2ccc(NC(=O)c3cc4ccccc4o3)cc2)CC1	-2.8	-24.6	25.6	-0.8%	-3.8%	0.6%	9.0%	2.7	-0.8%[11.5 µM]	-3.6	-23.2%
CSCCC(NC(=O)c1ccco1)C(=O)N1CCCCCCC1 (stereo not given)	1.8	-2.6	5.7	-0.3%	.	2.6%	.	9.6	.	.	.
Cc1ccc(C)c(N(CC(=O)NC2CCCC2)C(=O)c2csnn2)c1	5.6	?	0.0	-0.6%	-1.0%	0.6%	-3.3%	7.6	.	10.5	-14.2%
Cc1ccc(C)c(OCCCC(=O)N2CCOCC2)c1	-5.1	21.7	?	-0.9%	0.6%	-1.7%	-3.3%	29.7	0.9%	2.8	9.5%
CCOC(=O)C1=C(C)N=c2s/c(=C\c3ccc(O)c([N+](=O)[O-])c3)c(=O)n2C1c1ccccc1OC (stereo not given)	77.2	?	0.5	0.0%	-2.5%	1.9%	-25.8%	-23.3	-4.0%	5.2	?
Cc1cc(C)c(NC(=O)C2CCCN(S(=O)(=O)c3c(C)noc3/C=C/N(C)C)C2)c(C)c1 (stereo not given)	0.2	-10.8	1.7	0.1%	-4.7%	0.6%	-4.9%	-36.4	.	.	.
CCn1ncc(Br)c1C(=O)Nc1cc(C)cc(C)c1	20.3	3.8	25.0	0.0%	1.9%	0.4%	-0.5%	-1.1	9.5%	10.1	7.2%
COC(=O)c1ccc(-n2c(C)cc(C(=O)COC(=O)C3=COCCO3)c2C)cc1	-0.6	17.4	.	0.1%	.	1.9%	.	7.7	.	.	.
Cc1cc2nnc(SC(C)C)n2c2ccccc12	5.3	-9.2	10.6	-0.9%	-1.6%	5.1%	-15.2%	4.3	1.1%	0.9	?
CCC(=O)OC1(C)C(=O)C=C2C=C(CCCC(=O)OC)OC=C2C1=O (stereo not given)	-1.0	9.7	.	.	.	.	.	-0.6	.	-0.2	2.3%
CC(C)c1csc(CN2CCC(CO)(Cc3cccc(F)c3)CC2)n1	11.4	?	-3.6	0.5%	4.3%	-4.3%	?	-6.5	-1.7%	-1.0	?
O=C(CCS(=O)NCc1ccccc1)NCc1ccccc1 (stereo not given)	.	.	-0.4	0.0%	0.4%	-2.9%	-1.3%	.	0.0%	-0.2	-15.6%
O=C(N/N=C/c1c[nH]c2ccccc12)c1cc(-c2ccc(-c3ccccc3)cc2)n[nH]1	-18.9	-20.2	-3.4	0.3%	.	-0.2%	46.4%[activator]	-24.0	-1.1%	1.2	?
CCn1c(CCNC(=O)c2cccs2)nnc1SCC(=O)NC1CCCCC1	-9.5	-7.3	-6.9	-0.3%	-0.5%	1.0%	-4.4%	-15.0	-1.1%	4.4	11.0%
O=C(COc1ccccc1-c1ccccc1)NCc1ccco1	-8.6	-15.9	27.1	-0.9%	9.1%	-8.9%	5.4%	15.3	3.8%	5.7	-12.2%
Cc1cc(C)n2nc[n+](C)c2n1	-2.2	-19.5	-2.6	-0.6%	-1.9%	-0.9%	2.5%	8.3	1.6%	-1.0	-19.1%
CCCCN(C)Cc1cc(=O)oc2ccc3ccccc3c12	-3.2	16.4	27.0	0.0%	-2.8%	5.3%	?	4.3	.	-1.1	-20.2%
COc1ccc(-c2csc(=NCCO)n2-c2ccccc2)cc1	9.7	-4.2	0.8	-1.1%	1.5%	-1.3%	-4.0%	16.4	.	0.3	?
O=C(Oc1ccc(OC(=O)N2CCCCC2)cc1)N1CCCCC1	.	.	-1.0	-1.0%	-3.1%	-0.4%	1.3%	.	-1.5%	2.5	-6.1%
Cc1noc(C)c1CS(=O)(=O)c1ccc(Br)cc1	0.4	-24.4	1.7	0.2%	-1.7%	2.8%	2.3%	-4.9	-3.1%	4.1	-7.6%
Cc1ccccc1-c1nc(CN2CCC(C(=O)NCCCN3CCCC(C)C3)CC2)c(C)o1 (stereo not given)	4.8	43.4[activator]	0.0	0.3%	1.7%	-1.0%	7.8%	4.9	.	0.4	-22.0%
Cc1c(C#N)c(O)n(CCO)c(=O)c1N=Nc1ccccc1	-3.3	?	1.0	0.1%	3.6%	-0.3%	?	0.9	0.7%	1.8	.
Cc1ccccc1OC(C)C(=O)Nc1ccc(S(=O)(=O)N2CCCC2)cc1 (stereo not given)	-24.2	2.3	?	-0.1%	-1.1%	1.1%	-1.5%	7.8	0.4%	0.5	6.1%
O=c1cc(O)nc[nH]1	20.6	-5.6	-1.3	-0.4%	-1.8%	1.2%	1.8%	-1.0	-4.7%	2.3	.

(continued)
SMILES	hERG WT inh	Giardia killer	TRPV1 agonist	B2AR arrestin	GALK inhibitor	USP2a inh	CXXC DNA block	KCNH2 3.1 inh	PKM2 activator	Coupling enz	Menin-MLL TR inh
COc1ccc(OC(=O)c2cn(C)nc2C(F)(F)F)cc1	-6.3	5.7	19.5	0.0%	-0.2%	-0.8%	0.5%	11.0	-9.1%	2.3	.
O=C(O)CC12C[C@H]3C[C@@H](C1)CC(n1ncc(N4CCN(c5ccccc5)CC4)c(Cl)c1=O)(C3)C2	-4.5	-6.1	6.8	-0.4%	-0.4%	-4.2%	?	9.5	2.0%	0.6	-24.4%
CCOc1ccc(CCNC(=O)c2cccc(-n3cnnn3)c2)cc1OCC	-17.5	5.1	0.6	-2.3%	.	1.5%	.	-1.7	.	.	.
CCc1cc(C(=O)COc2ccccc2F)c(O)cc1O	-13.9	4.4	-1.8	0.0%	0.4%	-2.2%	15.6%	3.6	6.8%	-0.3	38.5%[activator]
Cc1nn(C)cc1S(=O)(=O)Nc1ccc(F)c(F)c1	-11.3	-4.2	-4.1	-0.1%	-3.3%	1.9%	2.0%	-0.7	3.2%	1.1	0.7%
CCC(CCC(=O)Nc1ccn(-c2ccccc2)n1)C(=O)O (stereo not given)	-2.2	-2.6	0.3	-0.3%	-3.8%	-0.6%	11.1%	8.1	-18.6%	2.4	3.3%
NS(=O)(=O)c1ccc(CCNC(=O)COC(=O)/C=C/c2cc(Br)ccc2F)cc1	4.5	0.8	.	3.6%	.	1.8%	.	-17.0	.	.	.
Cn1c2ccc(F)cc2c2nc3ccccc3nc21	-8.0	-21.7	4.4	-0.3%	-4.1%	3.7%	?	-11.4	7.7%[11.5 µM]	2.4	16.8%
CC1CCc2nc3ccc(S(=O)(=O)N4CCC(C(=O)N5CCCCCC5)CC4)cc3c(C(=O)O)c2C1 (stereo not given)	-7.6	-3.6	1.3	-0.9%	0.1%	12.3%	-5.0%	6.1	0.2%	3.1	-1.6%
COc1ccc(OCC(=O)OCC(=O)Nc2ccc3[nH]c(=O)[nH]c3c2)cc1	-1.8	24.9	-0.5	0.1%	.	-1.1%	.	2.0	.	.	.
CCCC(=O)Nc1cc2c(cc1C(=O)c1ccccc1)OCCO2	4.5	-8.4	15.5	0.0%	-0.2%	-1.3%	-3.0%	5.3	-2.2%	-0.2	-4.4%
CCSc1nc2ccccc2n1Cc1nc(N)nc(N(C)C)n1	-2.3	11.8	-3.3	-0.6%	1.6%	2.4%	3.3%	15.1	7.8%	-6.8	-4.8%
Cc1ccc(SCC2(O)CCN(S(=O)(=O)c3ccc(Cl)cc3)CC2)cc1	8.9	29.9	3.2	4.7%	-9.0%	-1.4%	4.6%	-16.3	-0.5%	-1.6	0.4%
CCCCC(CC)C(=O)Nc1ccc(S(=O)(=O)N2CCCC2)cc1 (stereo not given)	-6.9	4.9	22.3	-0.3%	-2.4%	-2.1%	-6.2%	4.6	0.5%	0.5	7.2%
